IP6K1 inhibitor – Primary qHTS assay for small molecule inhibitors of Inositol hexaphosphate kinase 1 (IP6K1) | activity change, % (series mostly up to about 58 µM) | IP6K1 kinase, ADP-Glo luminescence, 2 h; active compounds read low | 0.81% of 140,000 active | Inositol hexakisphosphate kinase 1 (Homo sapiens), Q92551 | AID 1645851, 2021; in the data active = activity change below about -25%
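ADP-Glo luminescence measures ADP made by human IP6K1 during a 2 h RT reaction with ATP/IP6 (mix at 1.3 mM/130 uM); top library doses 57.5 and 19.1 uM final.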
3T3 cytotox – Cytotoxic Profiling in NIH 3T3 Cell Line of Diverse Libraries Using Quantitative High-Throughput Screening | 4.3% of 94,000 active | Potency, µM (titrated, usually from 96.7 µM), inactives show top-dose activity change, negative = cytotoxicity, usual class: inhibitors | NIH 3T3 viability, CellTiter-Glo ATP luminescence, 48-72 h | AID 1345082, 2018; note: potency is the fitted concentration of half-maximal effect; nearly all actives have a fitted effect of over 55% in size
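Viability of NIH 3T3 cells after 48 or 72 hr compound treatment at 37 °C was assessed by CellTiter-Glo, with luminescence imaged following a 10 min room-temperature step.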
SNCA expr inh – Primary qHTS assay for inhibitors of alpha-synuclein gene (SNCA) expression. HEK-293 SNCA-luciferase knock-in, luminescence, 24 h. Potency, µM (series often up to 57.2 µM), for the others: top-dose activity change, negative = inhibition, usual class: inhibitors. 0.17% of 140,000 active;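 note: potency is the fitted concentration of half-maximal effect; plate controls were DMSO cells for no effect and cell-free wells for full effect; nearly all actives have a fitted effect of over 45% in size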
GPT2 inhibitor – Primary qHTS assay for inhibitors of Glutamate pyruvate transaminase 2 (GPT2); Alanine aminotransferase 2 (Homo sapiens), Q8TD30; Recombinant GPT2, coupled pyruvate oxidase/HRP Amplex Red fluorescence; Potency, µM (top dose mostly 57.7 µM), for inactives: at the top dose activity change, negative = inhibition, actives largely listed as inhibitors; 0.25% of 100,000 active; AID 1671188, 2021; note: potency is the fitted concentration of half-maximal effect; nearly all actives have a fitted effect of over 60% in size; many of its hits are not listed in these tables
Target sequence (Q8TD30 whole entry, looked up): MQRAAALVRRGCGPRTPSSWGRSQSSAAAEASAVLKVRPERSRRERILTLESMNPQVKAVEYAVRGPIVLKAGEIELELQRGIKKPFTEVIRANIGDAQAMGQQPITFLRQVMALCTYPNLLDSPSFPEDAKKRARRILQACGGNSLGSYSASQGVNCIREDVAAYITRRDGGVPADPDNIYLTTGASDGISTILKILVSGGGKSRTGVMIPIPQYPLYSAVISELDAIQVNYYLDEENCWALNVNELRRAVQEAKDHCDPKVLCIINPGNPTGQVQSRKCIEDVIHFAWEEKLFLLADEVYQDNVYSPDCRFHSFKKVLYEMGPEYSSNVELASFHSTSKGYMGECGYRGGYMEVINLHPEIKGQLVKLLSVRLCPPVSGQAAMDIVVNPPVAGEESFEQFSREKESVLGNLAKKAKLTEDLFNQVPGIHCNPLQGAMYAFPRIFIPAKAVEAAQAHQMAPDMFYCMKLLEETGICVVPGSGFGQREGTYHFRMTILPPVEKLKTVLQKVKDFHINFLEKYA
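Fluorescence read-out: pyruvate from GPT2 turnover coupled to pyruvate oxidase, HRP and Amplex Red (0.2mM ThPP, 0.2U/mL PO and HRP, 50uM Amplex final). Substrates 250uM a-KG, 2mM L-alanine; enzyme 10ng/uL; 30 min RT.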
Luciferase inh – Firefly luciferase inhibition profiling of diverse chemical library using quantitative high-throughput screening | Luciferin 4-monooxygenase (Photinus pyralis), P08659 | Potency, µM (titrated, usually from 115 µM), inactives show at the top dose activity change, negative = inhibition, actives largely listed as inhibitors | purified P. pyralis luciferase, luminescence, biochemical | 2.5% of 76,000 active | AID 1347043, 2019; note: potency is the fitted concentration of half-maximal effect; nearly all actives have a fitted effect of over 65% in size
Target sequence (P08659 whole entry, looked up): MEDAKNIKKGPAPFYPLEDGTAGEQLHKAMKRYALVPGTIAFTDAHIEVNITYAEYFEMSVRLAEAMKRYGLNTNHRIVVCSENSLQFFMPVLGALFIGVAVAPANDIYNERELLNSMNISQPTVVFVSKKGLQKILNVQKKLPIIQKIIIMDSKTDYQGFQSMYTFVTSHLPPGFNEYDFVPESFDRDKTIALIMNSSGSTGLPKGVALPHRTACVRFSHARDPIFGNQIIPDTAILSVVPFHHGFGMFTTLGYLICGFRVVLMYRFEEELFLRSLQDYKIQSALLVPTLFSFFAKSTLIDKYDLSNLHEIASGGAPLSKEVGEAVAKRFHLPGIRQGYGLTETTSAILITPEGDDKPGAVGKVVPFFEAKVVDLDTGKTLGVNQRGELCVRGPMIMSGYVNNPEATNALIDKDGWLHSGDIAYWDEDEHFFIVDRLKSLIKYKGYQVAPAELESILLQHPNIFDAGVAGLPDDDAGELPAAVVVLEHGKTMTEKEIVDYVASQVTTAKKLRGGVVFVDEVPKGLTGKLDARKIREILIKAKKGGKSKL
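Biochemical qHTS: compound (6-point titration) added to 10uM D-luciferin plus 10uM ATP in Tris acetate pH 7.5 buffer with Mg, Tween-20 and BSA, then purified enzyme at 10nM; light output imaged.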
SNCA viab count – GF-AFC viability counterscreen for inhibitors of alpha-synuclein gene (SNCA) expression. Potency, µM (highest dose often 57.1 µM), for the others: at the top dose activity change, negative = cytotoxicity, most hits filed as cytotoxic. HEK-293-SNCA-luc viability, GF-AFC fluorescence, 24 h. AID 1671193, 2021. 0.12% of 150,000 active;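 note: potency is the fitted concentration of half-maximal effect; 0% = DMSO-treated cells and -100% = medium-only wells without cells; nearly all actives have a fitted effect of over 30% in size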
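HEK-293-SNCA-luc cells (1500/well) plated 24 h, then exposed 24 h to a dilution series; GF-AFC added 30 min at 37C, fluorescence 405/540 nm; normalised to medium-only and DMSO wells, Hill fit.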
HEK cytotox – Cytotoxic Profiling in HEK 293 Cell Line of Diverse Libraries Using Quantitative High-Throughput Screening; HEK 293 viability, ATP luminescence (CellTiter-Glo), 48-72 h; Potency, µM (titrated, usually from 115 µM), for inactives: at the highest dose activity change, negative = cytotoxicity, most hits filed as inhibitors; 6.6% of 94,000 active; AID 1345083, 2018; note: potency is the fitted concentration of half-maximal effect; nearly all actives have a fitted effect of over 60% in size
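ATP-coupled CellTiter-Glo luminescence served as viability read-out, recorded 10 min after reagent addition at room temperature. HEK 293 cells, 250 cells/well, had been incubated with pintool-transferred compound for 48 or 72 hr at 37 degree Celsius.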
Starred values were filed as active, the others as inactive; i = inactive; ? = inconclusive; / = not tested or not shown; [ ] = another dose, or the depositor's remark. Unless noted, calls come from the whole dose curve; as a rule, active = well fitted curve in the direction sought with a large enough effect; inconclusive = small, poorly fitted or top-dose-only effect, or another doubt; inactive = no such curve, though single readings can be large; an effect the other way counts as inactive or inconclusive. Unless noted, % is set by controls: 0 for no effect and ±100 for the full control effect. This is a subset; the hit share may differ from the screen's.

Under each structure – IP6K1 inhibitor	3T3 cytotox	SNCA expr inh	GPT2 inhibitor	Luciferase inh	SNCA viab count	HEK cytotox
> COC(=O)c1ccccc1NC(=O)c1cnn(-c2ccc(F)cc2)c1-n1cccc1
→ 6	/	-9%	/	/	-7%	/
> CCOc1cccc(C(=O)Nc2cc(C)c(O)c(-c3nc4ncccc4o3)c2)c1
→ 5	/	-8%	/	/	23%	/
> CCOC(=O)c1nnn(CC(=O)Nc2cc(C)cc(C)c2)c1C(=O)OCC
→ 10	/	-2%	/	/	2%	/
> CC(=O)SC[C@@H](C)C(=O)N1CCC[C@H]1C(=O)N[C@@H](Cc1ccccc1)C(=O)O
→ -1	/	35%[activator]	-12%	/	-4%	/
> Cc1ccc(NC(=O)c2ncoc2-c2ccco2)cc1Cl
→ 33	/	94%[activator]	/	/	6%	/
> COc1ccc(C(=O)N2CCC3(CC2)CCN(Cc2cccs2)c2ccccc2O3)cc1
→ 13	?	?	?	-7%	?	40µM*
> COCCN1C(=O)CS(=O)(=O)C12CCN(C(=O)c1ccc(F)cc1)CC2
→ 21	-15%	5%	4%	1%	10%	-13%
> CC(C)CCN(Cc1ccco1)C(=O)c1cc2c(Cl)nc3ccccc3c2s1
→ -20	/	64%[activator]	/	/	25%	/
> Cc1ccc([S+](=O)([O-])N2CCCC2C(=O)N2CCC(c3nc4ccncc4[nH]3)C2)cc1 (stereo not given)
→ 6	0%	34%[activator]	-2%	/	1%	4%
> Cc1c(Cl)cccc1NC(=O)C(CCS(C)(=O)=O)N1Cc2ccccc2C1=O (stereo not given)
→ -8	/	-7%	/	/	2%	/
> COc1ccnc(N2CC[C@H](c3nnc(-c4ccc(C)cc4)o3)C2)n1
→ 3	?	15%[87.6 µM]	-2%[88.5 µM]	?	-8%[87.6 µM]	100µM*
> COc1ccc(C)cc1NC(=O)N1CCC(N2CC3CC(C2)[C@H]2CCCC(=O)N2C3)CC1 (stereo not given in full)
→ 5	2%	1%	-15%	2%	4%	1%
> CC(C)C(=O)N1CCCC1Cc1noc(-c2ccccc2)n1 (stereo not given)
→ 15	-26%	-15%	i	/	5%	-8%
> COc1cccc(-n2c(SCC(=O)Nc3cccc(Cl)c3)nc3c(oc4ccccc43)c2=O)c1
→ -1	/	18%	/	/	-17%	/
> Nc1n[nH]c(CNc2cc(-c3ccc(F)cc3)nc3ccnn23)n1
→ 28	-14%	1%	-25%[11.5 µM]	-2%	-9%	-11%
> COc1ccc(CNS(=O)(=O)c2cc3c(cc2C)N(C)CCO3)cc1
→ -6	/	-16%	/	/	-2%	/
> Fc1ccc(OCc2nnc([C@H]3CCN(Cc4cccnc4)C3)o2)cc1
→ 13	?	26%[87.6 µM]	-3%[88.5 µM]	-5%[172 µM]	2%[87.6 µM]	?
> CS(=O)(=O)N1CC2(CCN(Cc3ccccn3)C2)Cc2ccccc21 (stereo not given)
→ -7	i	-25%	i	/	0%	i
> CCOC(=O)CSc1nc2ccc(NC(=O)c3ccccc3F)cc2s1
→ 5	/	-8%	/	/	1%	/
> Cc1c(NC(=O)c2ccccc2)cc(C(C)C)c(O)c1S(=O)(=O)c1ccc(Cl)cc1
→ -14	/	164%[activator]	/	/	6%	/
> CSc1ccc(NC(=O)C2CCN(C(=O)c3ncn4c3COC(c3ccc(F)cc3)C4)CC2)cc1 (stereo not given)
→ 2	-2%	-6%	i	?	-16%	?
> CCOc1ccc(S(=O)(=O)N2C[C@@H](C(N)=O)[C@H](C3CCN(C)CC3)C2)cc1
→ 7	4%	-1%	i	3%	9%[12.5 µM]	-12%
> COc1ccc(NC(=O)C[C@H]2NC(=O)c3ccccc3NC2=O)cn1
→ 16	i	8%	i	-9%	1%	5%
> O=C(Cn1c(=O)oc2cc(Cl)ccc21)NC1CCc2n[nH]c(=O)n2CC1 (stereo not given)
→ -2	0%	-3%	2%	-8%	-4%	-1%
> Cc1nn2c(c1-c1ccccc1N1CCCC1)N(C(=O)COc1ccccc1)CCC2
→ 18	?	?	1%[88.5 µM]	-4%[172 µM]	?	71µM*
> CC(=O)Nc1c(C(=O)Nc2ccccc2F)oc2ccccc12
→ 15	/	33%[activator]	/	/	1%	/
> CCCc1cc(C(=O)N2C[C@@H](CN3CCOCC3)[C@@H](CO)C2)n[nH]1
→ -11	2%	-3%	i	1%	0%	-1%
> Cc1noc2c(NC(C)C)cc(-c3ccsc3)nc12
→ -12	?	40%[activator][87.6 µM]	?	12%[230 µM]	4%[87.6 µM]	?
> O=S(=O)(c1ccc2ccccc2c1)n1nc(-c2ccco2)nc1NCc1ccc(F)cc1
→ 0	/	48%[activator]	/	/	5%	/
> O=C(c1ccco1)N1CCN(c2ncncc2-c2nc(-c3ccccc3)no2)CC1
→ -12	?	36%[activator]	i	?	1%	?

Another view of some results above.
COc1ccc(C)cc1NC(=O)N1CCC(N2CC3CC(C2)[C@H]2CCCC(=O)N2C3)CC1 (stereo not given in full)
  IP6K1 inhibitor: 5	3T3 cytotox: 2%	SNCA expr inh: 1%	GPT2 inhibitor: -15%	Luciferase inh: 2%	SNCA viab count: 4%	HEK cytotox: 1%
CS(=O)(=O)N1CC2(CCN(Cc3ccccn3)C2)Cc2ccccc21 (stereo not given)
  IP6K1 inhibitor: -7	3T3 cytotox: i	SNCA expr inh: -25%	GPT2 inhibitor: i	Luciferase inh: /	SNCA viab count: 0%	HEK cytotox: i

Following part.
Under each structure – IP6K1 inhibitor	3T3 cytotox	SNCA expr inh	GPT2 inhibitor	Luciferase inh	SNCA viab count	HEK cytotox
> Cc1ccc(C)c(OCCn2cc(C(=O)O)c3ccccc32)c1
→ 1	/	/	i	/	18%	/
> CCc1ccc(NC(=O)c2sc3nc4c(cc3c2N)CN(CC)CC4)cc1
→ -12	/	120%[activator]	/	/	7%	/
> COc1cccc(-c2cccc(C(=O)N3CCN(C(=O)c4ccccc4Cl)CC3)c2)c1
→ 9	-25%	0%	i	/	-1%[12.5 µM]	?
> O=c1cc(-c2cccnc2)nc(-c2ccc(CN3CCCC(F)(F)C3)cc2)[nH]1
→ -5	-3%	6%	i	-9%	2%	4%
> CCOc1cccc(CNC(=O)c2ccc(Cn3ccn4nc5c(c4c3=O)CCCC5)cc2)c1
→ -7	?	-21%	-6%	-17%	-15%	?
> Cc1ccc(NC(=O)CCn2nc(C)c(S(=O)(=O)N3CCCCC3)c2C)cc1Cl
→ -11	/	26%	/	/	-3%	/
> Cc1cc2c(c(=O)n(-c3ccc(F)cc3)c(=O)n2CC(=O)Nc2cccc(C#N)c2)n1C
→ -2	-25%	-28%	2%	-6%	-23%	-16%
> C/C=C/C=C/C=C/C(=O)O[C@@H]1C=C(CO)C(O)(C(=O)O)[C@@]2(C)CCCC(C)(C)[C@H]12 (stereo not given in full)
→ 15	/	/	?	/	3%[23.9 µM]	/
> CC(C)NC(=O)c1ccc(C=O)cc1
→ 20	/	29%[25.6 µM]	i	/	-24%[23.9 µM]	/
> O=C(COc1ccccc1)Nc1ccc([C@@H](O)[C@H]2COCC(=O)N2Cc2ccc(F)cc2)cc1
→ -5	-18%	-5%	i	5%	3%	?
> O=C(NCCOc1ccccc1)c1ccc2c(c1)OCCN(CCC(F)(F)F)C2
→ 3	-28%[138 µM]	26%[87.6 µM]	?	40µM*	-1%[87.6 µM]	?
> N#Cc1ccccc1S(=O)(=O)N[C@H]1CO[C@H]2[C@@H]1OC[C@H]2OC(=O)Nc1cccc(C(F)(F)F)c1
→ -4	?	9%	-1%	-8%	1%	?
> O=C1Nc2ccc(-c3ccccc3F)cc2C(=O)N2CCN(C(=O)c3cccnc3)C[C@H]12
→ 17	?	-12%[87.6 µM]	-21%[88.5 µM]	3%[172 µM]	-2%[87.6 µM]	?
> COc1cccc(C(=O)N2CCC(C(=O)N3CCC4(CC3)CC(=O)Nc3ccccc3O4)C2)c1 (stereo not given)
→ 7	-14%	18%	-18%	/	-11%	-21%
> CCN(CC)C(=O)C(C)[C@@H]1CC[C@@]2(C)CC[C@H](NC(=O)C3CC3)[C@@H](C)[C@@H]2[C@H]1O (stereo not given in full)
→ 11	?	8%[87.6 µM]	i	-2%[172 µM]	-2%[87.6 µM]	-17%[172 µM]
> O=C1CC(c2ccccc2)N(C(=O)CNS(=O)(=O)c2ccc3c(c2)CCC3)CCCCCN1 (stereo not given)
→ 1	-27%	-1%	3%	2%	?	?
> CCN(CC)CCOc1ccc(C(=C(Cl)c2ccccc2)c2ccccc2)cc1
→ /	/	-21%	-8%	/	2%	/
> O=C(CCCc1ccccc1)N1CC(CO)C2(CCNCC2)C1 (stereo not given)
→ -8	i	-2%	-4%	/	2%	i
> Cc1ccccc1NC(=O)CSc1nc2ccc(NC(=O)CCc3ccccc3)cc2s1
→ 4	/	56%[activator]	/	/	24%	/
> COCC1CN(C2CCC2)CC12CCN(Cc1scnc1C)CC2 (stereo not given)
→ 24	-22%	-3%	-11%	7%	3%	?
> COc1ccc(C)cc1NC(=O)N1CCN(c2cc(-c3noc(C)n3)ccc2C)CC1
→ -19	/	-16%	/	/	14%	/
> CN(C)c1ccc(CNC(=O)CCn2c(=O)c3cccn3c3ccc(F)cc32)cc1
→ 7	/	-10%	/	/	1%	/
> COc1ccc(-c2nc3sc(CCNC(=O)C(C)(C)C)c(C)n3n2)cc1
→ 10	/	105%[activator]	/	/	?	/
> C=C1CCC2[C@@](C)(C(=O)O)CCC[C@@]2(C)[C@@H]1CCc1ccoc1 (stereo not given in full)
→ -5	/	/	i	/	-9%	/
> COc1ccccc1Cn1cnc2cccnc21
→ 0	-5%[138 µM]	-22%[87.6 µM]	0%[88.5 µM]	-4%[172 µM]	-2%[87.6 µM]	i
> Cn1cc(C(=O)O)c(=O)c2cc(S(=O)(=O)N3CCOCC3)ccc21
→ -13	/	?	/	/	-14%	/
> Cc1ccc(S(N)(=O)=O)cc1NC(=O)c1c(-c2c(Cl)cccc2Cl)noc1C
→ -19	/	11%	/	/	27%	/
> COc1ccc(C(=O)N2CCC3(C2)C(=NC2CCCC2)NC(=O)N3c2cccnc2)cc1 (stereo not given)
→ -10	-2%	-18%	-7%	/	3%	i
> Cc1ccc(N2CC(C(=O)NCCS(=O)(=O)N3CCN(c4ccccc4)CC3)CC2=O)cc1 (stereo not given)
→ 14	/	-18%	/	/	7%	/
> CCC(C(=O)N1CCC2(CCC(=O)N(Cc3ccccn3)C2)CC1)n1cccn1 (stereo not given)
→ 19	i	-3%	-2%[11.5 µM]	-1%	-1%	i
> Cc1coc2c1c(C)cc1oc(=O)c(CC(=O)NCCc3ccc(Cl)cc3)c(C)c12
→ -7	/	-5%	/	/	1%	/

Assay outcomes (PubChem BioAssay)
